Screening data as filed in PubChem.
GPR35 arrestin U2OS – GPR35 antagonists blocking zaprinast-driven arrestin recruitment, primary screen, imaging, U2OS, beta-arrestin-GFP, zaprinast agonist (AID 2058) | U2OS GPR35 beta-arrestin-GFP translocation imaging, zaprinast antagonism; higher % means a stronger effect | one-dose inhibition, % at 10 µM; IC50 in µM for titrated hits | actives 0.052% (n = 290,000);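 active means inhibition of at least 50% with at least 30 cells and total cytoplasm GFP at most 10,000,000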
NTR1 ag – agonists of NTR1, primary screen, imaging, U2OS cells, beta-arrestin-GFP, high content (AID 493036); P30989; NTR1-U2OS beta-arrestin-GFP spot imaging, agonist mode; activation, % at 20 µM; actives 0.17% (n = 330,000);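 active means activation at or above 40% of the spot to cytoplasm intensity ratio, with at least 20 cells analyzed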;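 further: 0% = DMSO without peptide and 100% = 100 nM NTR1 peptide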
Target sequence (P30989 whole entry, looked up): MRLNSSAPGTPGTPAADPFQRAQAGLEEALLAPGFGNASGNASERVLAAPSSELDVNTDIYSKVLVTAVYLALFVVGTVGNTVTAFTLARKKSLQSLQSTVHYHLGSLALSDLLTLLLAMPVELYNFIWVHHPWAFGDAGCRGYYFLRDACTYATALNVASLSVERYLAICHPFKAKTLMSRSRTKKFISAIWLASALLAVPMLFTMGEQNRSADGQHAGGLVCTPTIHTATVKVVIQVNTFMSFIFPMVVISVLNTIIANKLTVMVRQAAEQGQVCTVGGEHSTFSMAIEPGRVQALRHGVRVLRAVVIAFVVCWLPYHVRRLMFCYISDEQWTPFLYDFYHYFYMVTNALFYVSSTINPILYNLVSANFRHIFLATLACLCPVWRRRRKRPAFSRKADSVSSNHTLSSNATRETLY
GPR55 antagonists – inhibition of LPI-stimulated GPR55 beta-arrestin translocation – imaging, U2OS, beta-arrestin-GFP, LPI agonist, primary screen (AID 2013) | U2OS GPR55 beta-arrestin-GFP translocation imaging, LPI antagonism; higher % means a stronger effect | inhibition, % at 10 µM; hits with a dose series show IC50 in µM | actives 0.13% (n = 290,000);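 active means spots per cell inhibited over 60%, with over 100 cells counted and total cytoplasm intensity under 500,000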;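 further: U2OS cells stably carrying GPR55 and arrestin-GFP stimulated by 5 µM LPI near EC80; imaged beta-arrestin-GFP aggregate spots per cell after agonist stimulation; plate controls were LPI-stimulated DMSO wells for no effect and DMSO wells without LPI for full effect; some results filed as inactive read as strong as hits; confirmed hits need IC50 under 10 µM and bright autofluorescent wells are also inconclusive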
GPR55 beta-arrestin – selective activators of receptor GPR55 – imaging, U2OS cells, beta-arrestin-GFP redistribution, primary screen (AID 1961). actives 0.048% (n = 290,000). U2OS GPR55 beta-arrestin-GFP redistribution imaging; higher % means a stronger effect. activation, % at 10 µM; hits with a dose series show EC50 in µM;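 active means activation above 40% with more than 50 cells counted in the well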;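 further: U2OS osteosarcoma cells stably expressing GPR55 and beta-arrestin-GFP; plate controls were DMSO negative control for no effect and LPI positive control for full effect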
NOD1 NF-kB reporter – NOD1 signaling inhibitors, primary screen, cell-based, luminescence, uHTS (AID 1578); actives 1% (n = 290,000); one-dose inhibition, % at 4 µM; EC50 in µM for titrated hits; NOD1-driven NF-kB luciferase reporter cells, luminescence; higher % means a stronger effect; in the data active means inhibition mostly above about 36%, no sharp cut-off; inactive means mostly below about 34%;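 further: HEK-293T reporter cells stimulated with the NOD1 agonist gamma-tri-DAP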
UTI89 phage lysis – protection from phage-mediated lysis, alamar blue read-out – E. coli UTI89, K1F phage, bacterial capsule biogenesis inhibitors (AID 488966) | actives 0.02% (n = 340,000) | inhibition, % at 100 µM; hits with a dose series show IC50 in µM | E. coli UTI89 K1F phage lysis, alamar blue, 2 h; higher % means a stronger effect;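 active means phage lysis inhibition, versus mean bacterial control, above a set limit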;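 further: capsule biogenesis inhibitors block K1F phage lysis so surviving cells raise fluorescence; higher fluorescence means more inhibition of phage lysis; actives were called in the ten point dose series up to 300 µM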
KOR beta-arrestin-1 – kappa opioid receptor activators – cell-based, luminescence, uHTS, primary screen (AID 1777) | actives 0.02% (n = 280,000) | KOR beta-arrestin recruitment, luminescence; higher % means a stronger effect | activation, % at 10 µM; hits with a dose series show EC50 in µM; in the data active means activation above about 50%, passing the limit was not always enough; further: a part of the inactive calls stands beside numbers as strong as those of hits
KOR beta-arrestin-2 – kappa opioid receptor blockers – cell-based, luminescence, uHTS (AID 1778) | KOR beta-arrestin recruitment, luminescence, antagonist mode; higher % means a stronger effect | inhibition, % at 10 µM, or IC50 in µM where a hit was titrated | actives 0.091% (n = 290,000); in the data active means inhibition above about 50%; further: strong numbers were not always called active
MgcRacGAP inhibition – MgcRacGAP GTPase-activating activity inhibitors, confirmation, biochemical, ADP Hunter fluorescence | actives 0.6% (n = 340,000) | inhibition, % at 30 µM; hits with a dose series show IC50 in µM | MgcRacGAP-stimulated Rac1 GTP hydrolysis, ADP Hunter fluorescence; higher % means a stronger effect; GST-tagged Rac1 F28L mutant substrate;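 active means first-screen hits whose inhibition reached a set limit at any dose in the follow-up dose series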;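 further: fluorescence reports GDP produced by GAP-driven GTP hydrolysis; strong numbers were not always called active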
NTR1 ag cell count 20 µM – recorded beside NTR1 ag, whose call it bears; cell count; measured here: cell count, cytotoxicity flag
Starred values were filed as active, the others as inactive; [ ] = remark or other dose.

CCOC(=O)c1cc(-c2ccc(N3CCOCC3)cc2)nn1-c1ccccc1C(=O)O was read as GPR35 arrestin U2OS 17%, NTR1 ag 1.4, GPR55 antagonists 0%, GPR55 beta-arrestin -0.1%, NOD1 NF-kB reporter -3%, UTI89 phage lysis 0.3%, KOR beta-arrestin-1 1.6%, KOR beta-arrestin-2 -3%, MgcRacGAP inhibition 28% and NTR1 ag cell count 20 µM 59.
CN(C)C(=O)CCCCCCCCC(=O)N(C)C was read as GPR35 arrestin U2OS 10%, NTR1 ag 0.0, GPR55 antagonists 10%, GPR55 beta-arrestin 0.0%, NOD1 NF-kB reporter 2%, KOR beta-arrestin-1 4.0%, KOR beta-arrestin-2 19% and NTR1 ag cell count 20 µM 40.
Cc1nnc(C)n1/N=C/c1cccc(Oc2ccccc2)c1 was read as GPR35 arrestin U2OS -13%, NTR1 ag -0.2, GPR55 antagonists 1%, GPR55 beta-arrestin -0.5%, NOD1 NF-kB reporter -2%, UTI89 phage lysis 2.7%[50 µM], KOR beta-arrestin-1 8.0%, KOR beta-arrestin-2 7%, MgcRacGAP inhibition 14% and NTR1 ag cell count 20 µM 58.
COC(/C=C/Nc1ccc(OC)cc1)=C(C#N)C#N was read as GPR35 arrestin U2OS 4%, NTR1 ag -1.4, GPR55 antagonists 23%, GPR55 beta-arrestin -0.1%, NOD1 NF-kB reporter -10%, UTI89 phage lysis 5.3%, KOR beta-arrestin-1 4.1%, KOR beta-arrestin-2 -19%, MgcRacGAP inhibition -4% and NTR1 ag cell count 20 µM 34.
`COc1cccc(OCC(O)CN2CCC(Cc3ccccc3)CC2)c1` (stereo not given) gave GPR35 arrestin U2OS 0%, NTR1 ag -1.1, GPR55 antagonists 17%, GPR55 beta-arrestin 0.3%, NOD1 NF-kB reporter -37%, UTI89 phage lysis 0.2%, KOR beta-arrestin-1 4.1%, KOR beta-arrestin-2 -9%, MgcRacGAP inhibition 5% and NTR1 ag cell count 20 µM 16.
For CCCCC(=O)NC1(C(F)(F)F)C(=O)N(CC(C)C)C2=C1C(=O)CC(C)(C)C2 (stereo not given) the results were GPR35 arrestin U2OS 1%, NTR1 ag -0.4, GPR55 antagonists 0%, GPR55 beta-arrestin -0.1%, NOD1 NF-kB reporter -16%, UTI89 phage lysis 3.5%, KOR beta-arrestin-1 2.3%, KOR beta-arrestin-2 -7%, MgcRacGAP inhibition 1% and NTR1 ag cell count 20 µM 58.
For N#Cc1c(-c2ccco2)cc(-c2cccnc2)nc1N the results were GPR35 arrestin U2OS 1%, NTR1 ag 3.4, GPR55 antagonists -20%, GPR55 beta-arrestin -0.2%, NOD1 NF-kB reporter -1%, UTI89 phage lysis 0.2%, KOR beta-arrestin-1 5.0%, KOR beta-arrestin-2 7%, MgcRacGAP inhibition 13% and NTR1 ag cell count 20 µM 65.
Cn1c(=O)c2c(SCC(=O)N3CCCCC3)nc(-c3ccccc3F)nc2n(C)c1=O was read as GPR35 arrestin U2OS 4%, NTR1 ag 5.1, GPR55 antagonists 24%, GPR55 beta-arrestin 0.3%, NOD1 NF-kB reporter 3%, UTI89 phage lysis 0.3%[50 µM], KOR beta-arrestin-1 4.5%, KOR beta-arrestin-2 -17%, MgcRacGAP inhibition 3% and NTR1 ag cell count 20 µM 36.
Screening Cc1ccc(-c2nc(CS(=O)CC(=O)NC3CCCCC3)c(C)o2)cc1 (stereo not given) returned GPR35 arrestin U2OS -6%, NTR1 ag 0.8, GPR55 antagonists 9%, GPR55 beta-arrestin -0.1%, NOD1 NF-kB reporter -16%, UTI89 phage lysis -0.2%, KOR beta-arrestin-1 -6.2%, KOR beta-arrestin-2 14%, MgcRacGAP inhibition 2% and NTR1 ag cell count 20 µM 67.
For COc1ccccc1NC(=O)Cc1noc(CSc2nnc(C)s2)n1 the results were GPR35 arrestin U2OS 6%, NTR1 ag 3.0, GPR55 antagonists 4%, GPR55 beta-arrestin -0.2%, NOD1 NF-kB reporter -20%, UTI89 phage lysis 0.5%, KOR beta-arrestin-1 -6.5%, KOR beta-arrestin-2 -14%, MgcRacGAP inhibition 2% and NTR1 ag cell count 20 µM 81.
`CC(=O)c1cccc(NC(=O)COC(=O)COc2ccc(Cl)cc2)c1` gave GPR35 arrestin U2OS 6%, NTR1 ag 1.9, GPR55 antagonists 4%, GPR55 beta-arrestin -0.5%, NOD1 NF-kB reporter 18%, UTI89 phage lysis -0.2%, KOR beta-arrestin-1 3.3%, KOR beta-arrestin-2 -14%, MgcRacGAP inhibition 8% and NTR1 ag cell count 20 µM 71.
Screening NNC(=O)c1ccc(Oc2cc(Cl)cc(Cl)c2)o1 returned GPR35 arrestin U2OS 7%, NTR1 ag -1.5, GPR55 antagonists -5%, GPR55 beta-arrestin 0.2%, NOD1 NF-kB reporter -5%, UTI89 phage lysis -0.7%, KOR beta-arrestin-1 1.5%, KOR beta-arrestin-2 -32%, MgcRacGAP inhibition -1% and NTR1 ag cell count 20 µM 39.
`CCN(CC)S(=O)(=O)c1ccc(Oc2ccccc2)cc1` gave GPR35 arrestin U2OS 3%, NTR1 ag 6.1, GPR55 antagonists -6%, GPR55 beta-arrestin 0.7%, NOD1 NF-kB reporter -9%, UTI89 phage lysis 4.9%, KOR beta-arrestin-1 0.8%, KOR beta-arrestin-2 -2%, MgcRacGAP inhibition 7% and NTR1 ag cell count 20 µM 71.
Screening CC(=O)Cc1nsc(NC(=O)c2ccc(-c3ccc(Cl)cc3Cl)o2)n1 returned GPR35 arrestin U2OS 11%, NTR1 ag -0.6, GPR55 antagonists -2%, GPR55 beta-arrestin -0.1%, NOD1 NF-kB reporter 20%, UTI89 phage lysis 0.5%, KOR beta-arrestin-1 -4.7%, KOR beta-arrestin-2 -3%, MgcRacGAP inhibition 2% and NTR1 ag cell count 20 µM 65.
For O=S(=O)(c1cccc2cccnc12)N1CCOCC1 the results were GPR35 arrestin U2OS -2%, NTR1 ag 1.8, GPR55 antagonists 1%, GPR55 beta-arrestin 0.1%, NOD1 NF-kB reporter 10%, UTI89 phage lysis 4.7%, KOR beta-arrestin-1 -4.5%, KOR beta-arrestin-2 -63%, MgcRacGAP inhibition 4% and NTR1 ag cell count 20 µM 86.
Oc1ccc(/C=N/Nc2ccc(Cl)nn2)c(O)c1O was read as GPR35 arrestin U2OS -20%, NTR1 ag -0.4, GPR55 antagonists 4%, GPR55 beta-arrestin -0.1%, NOD1 NF-kB reporter 8%, UTI89 phage lysis 1.6%, KOR beta-arrestin-1 -3.7%, KOR beta-arrestin-2 -6%, MgcRacGAP inhibition -123% and NTR1 ag cell count 20 µM 68.
Screening CC(C)(C)NC(=O)NC(=O)COC(=O)C1CC(=O)N(Cc2ccccc2)C1 (stereo not given) returned GPR35 arrestin U2OS 7%, NTR1 ag -1.3, GPR55 antagonists -1%, GPR55 beta-arrestin -0.2%, NOD1 NF-kB reporter 12%, UTI89 phage lysis 0.3%, KOR beta-arrestin-1 -3.3%, KOR beta-arrestin-2 -5%, MgcRacGAP inhibition 4% and NTR1 ag cell count 20 µM 80.
`CC(C)(C)Cc1nnc(NC(=O)c2ccc([N+](=O)[O-])cc2)s1` gave GPR35 arrestin U2OS -9%, NTR1 ag 2.8, GPR55 antagonists 5%, GPR55 beta-arrestin -0.2%, NOD1 NF-kB reporter -42%, UTI89 phage lysis 1.9%[50 µM], KOR beta-arrestin-1 -1.1%, KOR beta-arrestin-2 32%, MgcRacGAP inhibition 7% and NTR1 ag cell count 20 µM 52.
For CCCC(CCC)=NNC(=O)c1ccccc1F the results were GPR35 arrestin U2OS 16%, NTR1 ag 0.9, GPR55 antagonists 1%, GPR55 beta-arrestin -0.5%, NOD1 NF-kB reporter 14%, UTI89 phage lysis -0.3%, KOR beta-arrestin-1 2.6%, KOR beta-arrestin-2 18%, MgcRacGAP inhibition 1% and NTR1 ag cell count 20 µM 44.
O=C(CCN1CCN(C(c2ccccc2)c2ccccc2)CC1)N/N=C/c1ccc(O)cc1 was read as GPR35 arrestin U2OS 6%, NTR1 ag 4.0, GPR55 antagonists 15%, GPR55 beta-arrestin 0.5%, NOD1 NF-kB reporter -33%, UTI89 phage lysis 1.6%[50 µM], KOR beta-arrestin-1 0.1%, KOR beta-arrestin-2 7%, MgcRacGAP inhibition 88µM* and NTR1 ag cell count 20 µM 64.
Screening CN1/C(=C/C(=O)c2nc(S(C)(=O)=O)ncc2Cl)C(C)(C)c2ccccc21 returned GPR35 arrestin U2OS 18%, NTR1 ag 2.9, GPR55 antagonists -8%, GPR55 beta-arrestin 31%, NOD1 NF-kB reporter 83%, UTI89 phage lysis -0.2%, KOR beta-arrestin-1 -3.7%, KOR beta-arrestin-2 38%, MgcRacGAP inhibition 6% and NTR1 ag cell count 20 µM 53.
For Cc1c(C(=O)N(C)C(C)c2ccccn2)oc2c(F)cccc12 (stereo not given) the results were GPR35 arrestin U2OS 2%, NTR1 ag 0.2, GPR55 antagonists -28%, GPR55 beta-arrestin 0.0%, NOD1 NF-kB reporter 2%, UTI89 phage lysis 1.9%[50 µM], KOR beta-arrestin-1 6.7%, KOR beta-arrestin-2 -29%, MgcRacGAP inhibition 7% and NTR1 ag cell count 20 µM 63.
For O=C(NCc1ccccc1F)C1CCCN1C(=O)Nc1ccc(Cl)cc1 (stereo not given) the results were GPR35 arrestin U2OS -10%, NTR1 ag 0.0, GPR55 antagonists 1%, GPR55 beta-arrestin -0.1%, NOD1 NF-kB reporter -8%, UTI89 phage lysis 0.2%, KOR beta-arrestin-1 0.2%, KOR beta-arrestin-2 8%, MgcRacGAP inhibition 2% and NTR1 ag cell count 20 µM 72.
For Cc1nnc(SCC(=O)Nc2ccc([N+](=O)[O-])cc2)n1CC1CCCO1 (stereo not given) the results were GPR35 arrestin U2OS -4%, NTR1 ag -0.6, GPR55 antagonists 9%, GPR55 beta-arrestin -0.2%, NOD1 NF-kB reporter -13%, UTI89 phage lysis -0.3%, KOR beta-arrestin-1 -3.5%, KOR beta-arrestin-2 7%, MgcRacGAP inhibition 0% and NTR1 ag cell count 20 µM 45.
Cc1cccc(NC2=CC(=O)OC(C)C2)c1 (stereo not given) was read as GPR35 arrestin U2OS -7%, NTR1 ag -0.4, GPR55 antagonists 17%, GPR55 beta-arrestin -0.1%, NOD1 NF-kB reporter 14%, UTI89 phage lysis 0.3%, KOR beta-arrestin-1 -3.6%, KOR beta-arrestin-2 -20%, MgcRacGAP inhibition 15% and NTR1 ag cell count 20 µM 36.

Only part of the results is shown, so the mix of outcomes need not match the whole.
